# Source: PubChem (The Scripps Research Institute Molecular Screening Center)
# LEDGF integ inh = blockers of LEDGF/p75-dependent integrase strand transfer – biochemical, TR-FRET, high throughput, primary screen. TR-FRET IN-LEDGF/p75 DNA integration, Eu/Cy5. 0.64% of 370,000 active. inhibition, % at 3.7 µM. HIV-1 integrase (with human LEDGF/p75);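 active = inhibition above the screen-wide mean plus 3 SD, cut at about 13% in these data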;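 note: signal is the Cy5 over europium emission ratio at 671 and 618 nm; 0% = plate median of compound wells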
# ADAM17 inh = ADAM17 inhibitors, primary screen, biochemical, QFRET. inhibition, % at 6.95 µM. 0.83% of 370,000 active. recombinant ADAM17, EDANS/DABCYL FRET peptide cleavage;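 active = inhibition above the mean of compounds lying between control limits plus 3 SD, set per campaign, cut at about 8.5% in these data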;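 note: 0% = DMSO-only wells as the low control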
# Tn6 DDE FP = inhibitors of Tn6 peptide binding to fibrin DD(E), primary screen, biochemical, fluorescence polarization, human fibrin, Tn6 probe; inhibition, % at 8.3 µM; 0.21% of 370,000 active; Fibrinogen beta chain (Homo sapiens), P02675; Fibrin DD(E) TRITC-Tn6 fluorescence polarization displacement; AID 720509, 2013;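 active = inhibition above a per-campaign cutoff: mean of compounds within control limits plus 3 SD, cut at about 15% in these data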;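 note: 0% = median of all compound wells on the plate and 100% = blocking peptide control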
# ASAP1 inh = inhibitors of human ASAP1 ArfGAP activity, primary screen, biochemical, fluorescence polarization; Arf-GAP with SH3 domain, ANK repeat and PH domain-containing protein 1 (Homo sapiens), …; AID 624377, 2012; inhibition, % at 16.5 µM; ASAP1-stimulated ARF1 GTP hydrolysis, GDP FP detection; 0.19% of 360,000 active; in the data active = inhibition above about 25%;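 note: 0% = vehicle with enzyme and substrate and 100% = no enzyme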
# ADAM10 inh = human ADAM10 inhibitors, primary screen, biochemical, QFRET, HTS. Disintegrin and metalloproteinase domain-containing protein 10 (Homo sapiens), O14672. 0.62% of 370,000 active. inhibition, % at 7 µM. recombinant ADAM10, EDANS/DABCYL FRET peptide cleavage, 3 h;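 active = inhibition above a per-campaign cutoff equal to the mean of compounds falling between control-based bounds plus 3 SD, cut at about 20% in these data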;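 note: 0% = DMSO wells while the 100% control is not disclosed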
# PLCg1 inh = PLC-gamma1 enzyme inhibitors, primary screen, biochemical, fluorescence, purified enzyme; 1-phosphatidylinositol 4,5-bisphosphate phosphodiesterase gamma-1 (Homo sapiens), P19174; inhibition, % at 12.2 µM; fluorogenic substrate; 0.84% of 370,000 active; in the data active = inhibition above about 9.5%
# Tn7 DDE FP = inhibitors of Tn7 peptide binding to fibrin DD(E), primary screen, biochemical, fluorescence polarization, human fibrin, Tn7 probe. FP displacement of FITC-Tn7 peptide from fibrin DD(E); 0% = median of compound wells per plate. inhibition, % at 8.3 µM. 0.13% of 370,000 active. AID 720508, 2013;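 active = inhibition above the mean of compounds falling within the control limits plus 3 SD of them, cut at about 14% in these data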;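 note: 0% = plate median of compound wells and 100% = 10 µM Aha-Tn7 peptide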
#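 Assay system: human fibrin DD(E) protein / Input: 2 µM fibrin DD(E) / Benchmarks: high control of 10 µM Aha-Tn7 peptide / Measured by: fluorescence polarization of the labelled Tn7 tracer / Medium: Tris buffer with calcium and detergent, pH 7.8 / Timing: 10 min compound pre-incubation, 3 h probe incubation at room temperature / Repeats: one replicate per compound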
# KLK7 zymogen act = proKLK7 zymogen activators, primary screen, biochemical, fluorescence intensity. purified proKLK7, EDANS-DABCYL substrate fluorescence; 100% is mature enzyme control, 0% vehicle. activation, % at 7 µM. 0.9% of 370,000 active. AID 652039, 2013;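 active = activation above the mean of all tested compounds plus 3 SD, computed per campaign excluding outliers beyond control limits, cut at about 13% in these data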
# TDP2 absorb = human TDP2 enzyme inhibitors, primary screen, biochemical, epi absorbance, recombinant enzyme; Tyrosyl-DNA phosphodiesterase 2 (Homo sapiens), O95551; T5PNP hydrolysis, p-nitrophenol absorbance 415 nm; inhibition, % at 12.8 µM; 0.34% of 370,000 active; AID 720702, 2013;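 active = inhibition above the mean of all tested compounds plus 3 SD, set per campaign, cut at about 25% in these data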;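 note: 0% = DMSO with enzyme and 100% = buffer with substrate but no TDP2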
#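 Material: recombinant human TDP2; quantity: TDP2 enzyme at 120 nM final; medium: Tris-HCl pH 7.5 with MgCl2; compound: single concentration, 12.8 µM nominal, with 1% DMSO; incubation: 2 h enzyme incubation at 37 °C; signal: epi absorbance; measure: percent inhibition; benchmarks: high control without enzyme, low control DMSO plus TDP2; repeats: singlicate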
# ARFGAP1 inhibitor = inhibitors of rat ARFGAP1 GAP activity, primary screen, biochemical, fluorescence polarization, GDP tracer; Arfgap1-stimulated ARF1 GTP hydrolysis, GDP FP detection; inhibition, % at 16.5 µM; 0.26% of 360,000 active; AID 651572, 2012;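 active = inhibition above a per-plate limit, mean inhibition of low control wells plus 3 SD, cut at about 25% in these data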;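 note: 0% = DMSO wells with enzyme and 100% = wells lacking Arfgap1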
#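 Material – truncated rat Arfgap1 GAP domain · Buffer or medium – HEPES-based buffer, pH 7.5 · Reagent – human ARF1(Δ1-17)-GTP substrate · Dosing – 16.5 µM single point, 1.26% DMSO · Schedule – GTP hydrolysis reaction 2 h at 25 °C · Technique – GDP detection by fluorescence polarization · Benchmarks – No-Arfgap1 wells (100%) versus DMSO full-reaction wells (0%) · Repeats – single replicate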
# Active calls of the source: *; i = inactive; . = not tested or not shown. Random draw from the library; about 4.2% have a hit in one of these screens.
SMILES,LEDGF integ inh,ADAM17 inh,Tn6 DDE FP,ASAP1 inh,ADAM10 inh,PLCg1 inh,Tn7 DDE FP,KLK7 zymogen act,TDP2 absorb,ARFGAP1 inhibitor
CCCCn1c(CCNC(=O)CC)nc2ccccc21,0,0,4,1,-7,0,0,-0.4,-1,9
O=C(Nc1ccccn1)C1CCCN1S(=O)(=O)c1ccc(Cl)cc1 (centres undefined),2,-6,0,-8,-9,3,4,0.2,0,5
CCCCNc1c(-c2ccc(F)cc2)nc2nc(C)cc(C)n12,-5,-32,0,0,-109,-66,5,1.5,4,-6
CN(C)CCCN(C(=O)c1ccc(S(=O)(=O)N2CCCC2)cc1)c1nc2ccc(Br)cc2s1,-3,-1,0,0,4,4,-1,0.6,12,9
COc1ccccc1-c1nnc2sc(C3CCCCC3)nn12,-4,0,-6,-17,-4,-2,-4,0.4,0,1
CC(C)Oc1ccc(F)cc1-c1cc(C(=O)NCc2ccc(F)cc2)[nH]n1,-2,4,-3,2,6,2,-7,0.1,7,5
O=C(CSc1nnc(-c2ccc(Cl)cc2)n1-c1ccccc1)Nc1ccc2c(c1)OCCO2,3,1,-1,.,0,-1,1,0.3,10,.
COC(=O)CN1C(=O)[C@H]2[C@@H](c3ccc(C)o3)N3C(=O)CN(Cc4ccccn4)C(=O)[C@@]3(Cc3ccccc3)[C@H]2C1=O,2,1,3,9,0,-1,-6,0.3,2,4
CC1=CC(C)(C)N2C(=O)C3(SCC(=O)N3c3ccc(F)cc3)c3cc(C)cc1c32 (centres undefined),3,9.5*,1,6,7,8,-6,-0.2,-21,0
CCC(Sc1nnc(-c2ccco2)n1C)C(=O)Nc1nnc(C)s1 (centres undefined),3,3,-8,4,3,5,-3,-0.1,-19,3
COc1ccc(CCN2C(=O)C3C4C=CC(C5CC45)C3C2=O)cc1OC (centres undefined),-2,-6,0,10,-9,-5,-4,-0.7,7,-13
O=C1C2C3c4ccccc4C(c4ccccc43)C2C(=O)N1Cc1ccco1 (centres undefined),-4,-1,1,1,8,-1,4,-0.1,6,2
COCC(=O)N1CCCC(C(=O)c2ccc(-c3ccccc3)cc2)C1 (centres undefined),-2,-2,-8,4,-4,1,4,0.6,3,3
CCCOc1ccc(CN2CCOCC2)cc1OC,2,-2,-5,1,4,1,-2,-0.1,4,-16
CCOc1ccccc1N(CC(=O)NCCOC)C(=O)CCC(=O)Nc1ccccn1,-4,-1,4,2,0,-1,-2,0.4,7,-5
COc1ccc(-n2nnc3c(SCC(=O)NCc4ccco4)ncnc32)cc1,0,-1,-8,-4,-11,-18,1,0.8,-2,21
O=C(COc1ccccc1)Nc1ncc2c(n1)CCCC2=O,-1,4,-1,-4,0,3,-7,-0.2,1,6
Cc1ccc(C(=O)Nc2c(C)n(C)n(-c3ccccc3)c2=O)cc1S(=O)(=O)N1CCOCC1,0,-1,2,4,-2,1,6,0.2,1,-7
O=C(NCCOc1ccccc1)c1ccccc1[N+](=O)[O-],0,-3,6,-2,4,2,0,0.6,4,6
CC1CN(S(=O)(=O)c2cccc(C(=O)Nc3ccccc3N3CCCC3)c2)CC(C)O1 (centres undefined),-4,-5,2,-15,-12,-7,11,0.3,11,15
COc1cc(C2NC(=S)NC(C)=C2C(=O)Nc2cc(C)cc(C)c2)ccc1O (centres undefined),0,-3,5,-4,-6,-4,1,0.7,1,4
COc1ccc(C(=O)NCN2CCN(c3ccccc3)CC2)cc1OC,2,-2,-2,-5,-14,0,-3,0.1,-1,7
CCCN(CCC)c1nc2ccccc2nc1C(C#N)C(=O)OC(C)COC (centres undefined),1,-34,8,-2,-91,-69,0,5.7,0,6
O=C(Nc1ccc(Cl)cc1Cl)C1CCCO1 (centres undefined),-1,-1,4,-15,-5,0,8,-0.6,11,5
CCCCCCC(C)OC(=O)Nc1cccc2ccccc12 (centres undefined),-1,-3,6,-1,3,-1,1,0.0,1,0

# 6 entries from above, arranged by number of heavy atoms, rising:
SMILES,LEDGF integ inh,ADAM17 inh,Tn6 DDE FP,ASAP1 inh,ADAM10 inh,PLCg1 inh,Tn7 DDE FP,KLK7 zymogen act,TDP2 absorb,ARFGAP1 inhibitor
CCCCn1c(CCNC(=O)CC)nc2ccccc21,0,0,4,1,-7,0,0,-0.4,-1,9
O=C(NCCOc1ccccc1)c1ccccc1[N+](=O)[O-],0,-3,6,-2,4,2,0,0.6,4,6
O=C(COc1ccccc1)Nc1ncc2c(n1)CCCC2=O,-1,4,-1,-4,0,3,-7,-0.2,1,6
CCCCNc1c(-c2ccc(F)cc2)nc2nc(C)cc(C)n12,-5,-32,0,0,-109,-66,5,1.5,4,-6
CCC(Sc1nnc(-c2ccco2)n1C)C(=O)Nc1nnc(C)s1 (centres undefined),3,3,-8,4,3,5,-3,-0.1,-19,3
CC1=CC(C)(C)N2C(=O)C3(SCC(=O)N3c3ccc(F)cc3)c3cc(C)cc1c32 (centres undefined),3,9.5*,1,6,7,8,-6,-0.2,-21,0

# Additional records:
SMILES,LEDGF integ inh,ADAM17 inh,Tn6 DDE FP,ASAP1 inh,ADAM10 inh,PLCg1 inh,Tn7 DDE FP,KLK7 zymogen act,TDP2 absorb,ARFGAP1 inhibitor
CCOC(=O)C(Cc1ccccc1)C(=O)Nc1ccc(N(CC)CC)cc1 (centres undefined),-3,0,3,-3,4,-3,-6,-0.4,-4,-1
COc1ccc2nc(SCC(=O)NC(C)(C)C)[nH]c2c1,-5,-3,7,4,-2,-1,2,0.3,1,-3
COc1ccc(CCNC(=O)CNS(=O)(=O)c2ccc(F)c(Cl)c2)cc1OC,2,0,4,12,1,-1,-2,-0.4,4,9
CCc1ccc(N(CC(=O)NCc2ccc(F)cc2)C(=O)c2csnn2)cc1,-6,1,0,10,5,0,-8,0.4,-6,7
O=S1(=O)CSCS(=O)(=O)C1,3,-2,-1,0,3,5,6,-0.1,5,2
O=C(NCCCn1ccnc1)c1cc(-c2ccccc2)on1,1,-2,0,1,0,3,-1,-0.6,9,-21
O=C(Nc1ccc(-c2nc3cccnc3s2)cc1)c1ccco1,5,-214,1,0,i,-165,-5,6.6,-11,11
CC(=O)N1CCCN(C(=O)CN2C(=O)CC(C)(C)S(=O)(=O)c3ccccc32)CC1,1,0,4,.,-2,1,-11,0.0,5,.
CN(C(=O)c1cc2c(=O)n3ccccc3nc2s1)C1CCCCC1,-2,i,-2,-8,i,i,2,26*,-7,-4
CC(=O)NC(c1cccs1)c1cc([N+](=O)[O-])c2cccnc2c1O (centres undefined),-1,11*,5,1,15,3,2,0.2,-12,6
CC(=O)NC1=NN(C(C)=O)C(c2ccco2)S1 (centres undefined),2,-1,-2,-3,4,3,-3,-0.4,-14,9
COc1ccc(C)cc1NC(=O)C(c1ccccc1)N1CCN(CC(=O)N2CCCC2)CC1 (centres undefined),1,-1,-4,-10,-11,2,-6,-0.3,7,-2
Cc1cc(C)c(S(C)(=O)=O)c(NN)n1,-2,-6,0,8,-17,-9,4,0.2,9,-17
O=C(NCc1ccccc1)c1onc(CSc2ccccc2)c1C(=O)NCc1ccccc1,3,5,-5,9,12,2,-3,0.3,4,-2
N#Cc1cn(CC(=O)NCc2cccnc2)c2ccccc12,-1,-2,5,-8,-10,1,-4,0.3,6,-5
CCN1C(=O)[C@H]2[C@@H](c3ccccc3)N[C@]3(CCCN(Cc4ccc(C)cc4)C3=O)[C@H]2C1=O,4,-1,-1,2,-5,-2,2,-0.2,2,3
COc1ccc(-n2c(SCC(=O)N3CCOCC3)nc(O)c(Cc3ccccc3)c2=O)cc1,2,-5,2,2,-11,2,-3,-0.5,-5,7
Cn1c(=O)c2c(ncn2CC(=O)OCC(=O)Nc2ccc(F)cc2F)n(C)c1=O,2,-4,10,0,-7,-1,-1,0.0,2,-16
Cc1nc2cc(NS(=O)(=O)c3cccc(F)c3)ccc2s1,2,1,-2,-3,5,4,-10,0.1,-10,4
CCOC(=O)NC(=O)/C(C#N)=C\c1ccccc1,0,-9,-5,-11,-9,-8,3,-0.2,-9,4
Cc1nc(C(=O)N(C)C)nn1-c1ccc([N+](=O)[O-])cc1,4,2,-4,2,5,-1,-5,-0.3,0,-2
O=C(CN(Cc1ccco1)C(=O)CNS(=O)(=O)c1ccc(Cl)cc1)NCC1CCCO1 (centres undefined),-2,-5,-7,7,-7,3,-6,0.2,-8,-3
CN(Cc1ccc(Cl)c(Cl)c1)C(=O)c1ccccc1SCC(=O)N1CCCC1,1,-3,-1,1,-2,0,0,0.7,11,5
Cc1ccc(NC(=O)COC(=O)CCc2c(C)nc3nc(N)nn3c2C)cc1C,4,-5,0,0,-20,-5,-5,1.0,-8,8
COc1ccc(/C=C(\NC(=O)c2cccs2)C(=O)NC(C)(C)C)cc1OC,-7,-6,1,-6,2,-4,-1,0.3,-3,3
CCc1nnc(NS(=O)(=O)c2ccc(NC(=O)c3ccc(Br)cc3)cc2)s1,3,-1,-1,-6,4,2,-2,0.0,6,7
CCOC(=O)C1(CC2CCCCO2)CCN(C(=O)Nc2ccccc2SC)CC1 (centres undefined),-4,-1,2,6,0,0,1,-0.5,-2,4
Cn1c(SCC(=O)NNC(=O)c2ccccc2)nnc1C(F)(F)F,3,-3,7,3,2,-2,-8,-0.7,-1,-2
O=C(NC(=S)N(Cc1ccccc1)Cc1ccccc1)c1ccccc1F,12,1,3,10,4,0,-2,-0.4,10,-1
Cc1nnc(SCC(=O)NC2CCCC2)n1C(C)C,0,0,2,7,7,0,3,0.4,8,0
